CFTR F508del cor: F508del CFTR correction, initial screen, CFBE line, single point. CFBE cells, YFP halide quenching; stimulated with forskolin plus potentiator P3; % fluorescence drop versus neutral controls. activity (quench increase), % at 7.58 µM. 0.36% of 350,000 active;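 active = mean added fluorescence quench of at least 8% versus neutral control, with both replicates also reaching 8%; inconclusive = only one of the mean or replicate conditions met; inactive = mean below 8% and not both replicates reaching 8%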;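 also: cells transiently co-express mutant CFTR-F508del with the halide-sensitive YFP; corrector assay measuring rescue of mutant channel to the surface after 24 h compound exposure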
E-selectin induc: E-selectin induction in HUVECs, primary screen, imaging, HUVEC, immunofluorescence imaging, single point; activation, % at 7.58 µM; P16581; 0.37% of 260,000 active; normalized: neutral wells 0, TNF-alpha wells 100; AID 686992, 2013;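 active = mean E-selectin-positive cell signal at least 10% of the positive control, reached in at least 60% of replicates, without over 20% cell loss; inconclusive = no rule given, readout overlaps actives, possibly toxicity-flagged; inactive = the rest, including those meeting only one limit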;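 also: in these data hits start at about 27%; measured in HUVEC primary endothelial cells; signal is the percent of cells scored E-selectin positive by PE staining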
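assay system = HUVEC, human umbilical vein endothelial cells | input = 3,000 HUVEC seeded per well | medium = EGM-2 growth medium on 0.1% gelatin-coated wells | dosing = one compound dose added by pin transfer | signal = immunofluorescence imaging | read-out basis = % PE-positive cells | control set = TNF-alpha, DMSO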
CASP6 VEID inh: human caspase-6 inhibitors, primary screen, biochemical, VEID-R110 fluorescence, single point, set 2; inhibition, % at 12.5 µM; 0.53% of 350,000 active; purified caspase-6, Z-VEID-R110 cleavage fluorescence;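 active = mean inhibition across replicates at least about 35%, with every replicate also reaching that limit, limit read from the data; inconclusive = only one of the two criteria met; inactive = neither criterion met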;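 also: 0% = median of neutral control wells and 100% = no fluorescence left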
Target sequence (P55212 24-179 limits assumed): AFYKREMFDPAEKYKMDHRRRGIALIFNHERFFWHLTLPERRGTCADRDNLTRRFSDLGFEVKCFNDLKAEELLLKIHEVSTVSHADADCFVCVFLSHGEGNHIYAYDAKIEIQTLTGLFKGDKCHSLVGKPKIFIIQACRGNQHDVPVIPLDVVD
Target sequence (P55212 194-293 limits assumed): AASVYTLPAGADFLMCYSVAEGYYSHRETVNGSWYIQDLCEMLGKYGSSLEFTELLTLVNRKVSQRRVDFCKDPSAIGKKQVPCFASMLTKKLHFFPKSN
XiGFP reactiv: activators of inactive X chromosome reactivation, primary screen, imaging, XiGFP fibroblasts, GFP high-content imaging, set 2 | activation, % at 7.58 µM | XiGFP mouse fibroblasts, % GFP-positive cells imaging, 3 d; cells co-treated with 5-aza-dC sensitizer; scaled so ellipticine positive control = 100% | 0.055% of 360,000 active;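 active = mean normalized replicate activation at least 10% and every replicate at or above 10%; inconclusive = only one of the two criteria met; inactive = mean below 10% and not all replicates reach 10%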;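 also: 0% = median of on-plate neutral control wells and 100% = ellipticine 6 µM median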
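System: XiGFP fibroblasts, SV40-immortalized. Medium: DMEM plus 5-aza-dC sensitizer. Doses: single point. Timing: 3 d treatment, 15 min room-temperature fixation. Control set: ellipticine 6 µM.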
GSIS activator: GLuc luminescence reporter in INS-1E cells, primary screen for activators of glucose-dependent secretion of insulin; INS-1E GLuc reporter insulin secretion, 2-3 h; 0.61% of 370,000 active; activation, % at 16.6 µM;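 active = lowest replicate activation of at least 40%, so every replicate reaches that level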;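 also: 0% = median of neutral control wells and 100% = median of IBMX positive control wells; some compounds called inactive have numbers as strong as hits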
RAD52 anneal inh: RAD52 DNA annealing inhibitors, primary screen, biochemical, FRET, single point, set 2. DNA repair protein RAD52 homolog (Homo sapiens), P43351. recombinant RAD52 DNA annealing, FRET fluorescence. inhibition, % at 18.7 µM. 0.46% of 360,000 active. AID 651710, 2012;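 active = every replicate showing at least 50% inhibition; inconclusive = mean inhibition at least 50% but not in every replicate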
RAD54 branch: inhibitors of human RAD54 branch migration, primary screen, biochemical, fluorescence, single point | DNA repair and recombination protein RAD54-like (Homo sapiens), Q92698 | RAD54 Holliday junction branch migration, FAM/BHQ fluorescence | inhibition, % at 10.4 µM | 0.14% of 360,000 active;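 active = mean normalized replicate activity at least 40 and at least half of replicates scoring 40 or more; inconclusive = only one of the two criteria met; inactive = mean below 40 and under half of replicates reaching 40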;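 also: 0% = median of neutral control wells and 100% = median of positive control wells; inhibitors cause a drop in the FAM fluorescence signal; in these data hits start at about 50%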
Target sequence (Q92698 whole entry, looked up): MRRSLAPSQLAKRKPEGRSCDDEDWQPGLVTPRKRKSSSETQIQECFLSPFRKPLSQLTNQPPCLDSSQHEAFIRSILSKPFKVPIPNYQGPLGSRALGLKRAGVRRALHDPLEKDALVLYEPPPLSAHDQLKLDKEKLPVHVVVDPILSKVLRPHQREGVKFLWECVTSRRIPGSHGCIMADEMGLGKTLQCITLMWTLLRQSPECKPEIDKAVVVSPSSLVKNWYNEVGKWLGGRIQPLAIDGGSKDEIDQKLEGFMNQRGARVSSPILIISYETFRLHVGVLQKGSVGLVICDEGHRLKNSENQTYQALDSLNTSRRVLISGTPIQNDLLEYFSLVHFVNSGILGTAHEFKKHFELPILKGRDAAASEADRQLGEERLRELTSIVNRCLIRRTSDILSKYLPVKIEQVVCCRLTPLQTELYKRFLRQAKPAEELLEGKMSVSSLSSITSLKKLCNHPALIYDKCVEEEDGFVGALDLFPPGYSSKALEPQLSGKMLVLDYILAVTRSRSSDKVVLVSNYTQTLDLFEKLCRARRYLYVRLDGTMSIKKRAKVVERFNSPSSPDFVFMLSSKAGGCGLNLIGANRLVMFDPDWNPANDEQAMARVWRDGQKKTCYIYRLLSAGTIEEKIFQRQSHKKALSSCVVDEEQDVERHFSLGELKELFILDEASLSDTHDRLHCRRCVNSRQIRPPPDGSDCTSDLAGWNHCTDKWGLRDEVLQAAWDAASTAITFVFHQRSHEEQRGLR
DENV2 CPE rescue: inhibitors of DENV2 cytopathic effect, primary screen, cell-based, plate reader, single concentration. CPE inhibition, % at 9.99 µM. DENV2-infected cells, cytopathic effect rescue. 1.7% of 350,000 active. AID 651640, 2012; in the data active = CPE inhibition above about 20%, passing the limit was not always enough; inconclusive = no clear call, values can overlap the other calls; tested in BHK-21 cells;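 also: 0% = median of neutral control wells and 100% = median of positive control wells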
Active calls of the source: *; ? = inconclusive; . = not tested or not shown.

canonical_smiles	CFTR F508del cor	E-selectin induc	CASP6 VEID inh	XiGFP reactiv	GSIS activator	RAD52 anneal inh	RAD54 branch	DENV2 CPE rescue
C[C@H](CO)N1C[C@H](C)[C@H](CN(C)S(C)(=O)=O)Oc2ccc(NC(=O)CCN3CCOCC3)cc2C1=O	-1.7	13	-2	2.3	5	5	-6	-5
O=C(C[C@@H]1CC[C@@H]2[C@H](COC[C@H](O)CN2S(=O)(=O)c2ccccc2)O1)N1CCOCC1	-0.5	0.0	1	0.5	10	0	-5	-5
Cc1ccccc1-c1ccc2c(c1)O[C@H](CN(C)C)[C@@H](C)CN([C@H](C)CO)S2(=O)=O	0.7	-0.3	3	0.0	1	29	-6	?
CC(=O)Oc1ccc(C2=NN(c3ccccc3)C(c3ccccc3)C2)cc1 (configuration not stated)	-1.9	0.2	0	0.0	14	-25	5	?
O=C1c2cccnc2C(=O)N1Cc1ccc(S(=O)(=O)NCc2ccco2)cc1	-1.9	-0.7	9	0.0	1	-15	-5	3
NC1=NC(c2ccccc2C(F)(F)F)N(c2ccc(F)c(Cl)c2)C(N)=N1 (configuration not stated)	-0.8	-0.1	-6	0.0	13	-7	-4	0
O=C(CN1CCN(c2ccccn2)CC1)Nc1ccc(F)cc1F	0.7	0.1	1	0.1	14	-10	-16	4
CC(C)=CCN1CCN(Cc2cc3ccccc3[nH]2)CC1CCO (configuration not stated)	0.7	4.3	-4	0.1	2	-23	4	3
OCCCNC(=S)Nc1ccc(Br)cc1Cl	0.2	6.4	-1	0.2	2	-2	8	-6
O=C(Cc1ccccc1)NCCS(=O)(=O)N1CCN(c2ccccc2)CC1	-2.4	0.7	-1	0.1	-3	-3	-3	-5
COc1ccc(CC2c3cc(OC)c(OC)cc3CC[N+]2(C)CCC(=O)OCCCCCOC(=O)CC[N+]2(C)CCc3cc(OC)c(OC)cc3C2Cc2ccc(OC)c(OC)c2)cc1OC (configuration not stated)	-2.3	1.3	-3	0.2	.	16	-23	-6
O=C(N/N=C1\CCCc2ccccc21)c1cccc(Br)c1	-3.4	.	-2	-0.1	1	-6	6	-10
Cc1ccc(C(=O)NC(=S)N(C)Cc2ccccc2)cc1	-3.3	.	2	0.0	.	-6	.	-2
C[C@H](CO)N1C[C@H](C)[C@H](CN(C)C(=O)Nc2ccc3c(c2)OCO3)Oc2ncc(C#Cc3ccc(C(F)(F)F)cc3)cc2C1=O	-2.3	-0.8	0	-0.4	-18	0	-3	8
Cc1csc(NC(=O)CSc2[nH]c(=O)ncc2C)n1	0.7	3.9	3	-0.1	28	-11	-1	3
Cc1noc(C)c1NC(=O)Nc1ccc2c(c1)C(=O)N([C@@H](C)CO)C[C@@H](C)[C@@H](CN(C)C(=O)Nc1ccccc1)O2	-1.9	-0.1	.	-0.2	3	.	.	.
O=C(Cc1ccccc1)NNC(=O)c1cnccn1	1.1	.	-3	0.1	.	-2	.	.
Cc1c(C(C)(C(=O)O)c2c(C)n(C)c3ccccc23)c2ccccc2n1C	-0.5	.	1	0.2	-4	-9	.	13
O=C(NCCSc1c[nH]c2ccccc12)c1ccc(Br)o1	-1.9	.	-1	0.1	.	7	-1	-4
Nc1nc2c(ncn2[C@@H]2O[C@H](C(=O)N[C@@H](Cc3ccccc3)C(=O)NCc3ccc4c(c3)OCO4)[C@@H](O)[C@H]2O)c(=O)[nH]1	0.4	1.7	-1	0.2	28	-10	.	0
CCN(CC(=O)Nc1c(F)cccc1F)C(=O)c1ccc(S(=O)(=O)N2CCCCC2)cc1	-1.1	0.0	0	-0.1	-6	-7	.	2
CCOc1ccc(CNC2CCCCCCC2)cc1OC	0.5	.	-1	-0.1	13	0	1	5
CC(C)N(C[C@H]1N[C@H](CO)[C@@H]1c1ccc(C2=CCCCC2)cc1)C(=O)CN(C)C	-5.2	-0.1	0	0.0	16	20	.	-19
C[C@@H]1CN([C@H](C)CO)C(=O)c2cc(NS(=O)(=O)c3ccc(F)cc3)ccc2O[C@H]1CN(C)S(=O)(=O)c1cn(C)cn1	-1.9	0.4	1	0.2	-3	2	.	12
C[C@@H]1CN([C@H](C)CO)C(=O)Cc2cc(NS(C)(=O)=O)ccc2O[C@@H]1CN(C)Cc1ccccc1	-1.1	-0.1	-1	0.0	6	4	5	-12
COc1ccc(S(=O)(=O)Nc2ccc3c(c2)C(=O)N([C@@H](C)CO)C[C@@H](C)[C@H](CN(C)Cc2ccc(C(F)(F)F)cc2)OCCCC[C@H](C)O3)cc1	2.9	0.2	1	0.2	-13	25	4	-2
CNC[C@@H]1Oc2ccc(NC(=O)c3ccncc3)cc2CC(=O)N([C@@H](C)CO)C[C@@H]1C	1.1	0.0	.	-0.2	0	-4	-6	16
COC(=O)C(CC(=O)c1ccc(C)cc1)n1cccn1 (configuration not stated)	-0.6	2.2	1	0.0	-8	8	-2	2
CCC(=O)N1CC2(C1)CN(C(=O)Nc1ccccc1F)[C@H](CO)c1c2c2ccc(OC)cc2n1C	-3.3	0.0	5	-0.1	-13	-11	.	?
CCCNC(=O)N1C[C@@H]2[C@H](c3ccccc31)[C@H](CO)N2Cc1ccc(OC)cc1	8.2*	0.7	-2	0.1	-12	-20	6	3
COC(=O)[C@H](CCSC)NC(=O)Cn1cnc2c(SC)nc(N)nc21	-0.6	-1.1	-2	0.0	44	-10	2	-5
CCc1cc(C(=O)N(C)CC(=O)Nc2c(Cl)cccc2Cl)sc1C	0.7	.	-1	-0.2	-13	-7	1	9
Cc1ccc(-c2nnc(COC(=O)c3cc(=O)[nH]c4ccccc34)o2)cc1	-0.4	-0.1	2	0.1	-2	-17	2	-12
Cc1ccc(S(=O)(=O)N2CCC(C(=O)N3CCC(C(=O)NCC4CCCO4)CC3)CC2)cc1 (configuration not stated)	2.0	.	3	.	3	-12	4	1
OC[C@@H]1[C@@H](c2ccccc2)C(c2ccccc2)=NN1c1ccccc1	-2.8	12	3	0.1	-11	-21	19	1
O=C(C[C@H]1CC[C@H]2[C@@H](COC[C@@H](O)CN2S(=O)(=O)c2ccc(Cl)cc2)O1)NCCN1CCCCC1	-3.1	0.0	1	0.0	17	11	.	24*
Cc1ccc(-c2csc3nc4ccc(C(=O)NCCO)cc4c(=O)n23)cc1	-4.4	1.6	.	0.1	16	.	-3	.
C[C@H](CO)N1C[C@H](C)[C@H](CN(C)Cc2ccc(C(=O)O)cc2)Oc2c(NC(=O)c3ccncc3)cccc2C1=O	-7.6	.	2	0.0	-1	5	-9	?
COc1ccc(CNC(=O)C(C)Cc2ccccc2)cc1O (configuration not stated)	-0.8	-0.1	3	0.0	7	0	3	10
CCOCCCNC(=O)C(NC(=O)c1ccc(NC(C)=O)cc1)c1ccc(C)cc1 (configuration not stated)	-1.6	.	3	0.0	.	-8	.	-15
NC(=O)c1ccc(NC(=O)COC(=O)C2CC3C=CC2C3)cc1 (configuration not stated)	0.4	-0.1	1	0.4	21	7	5	?
CCCNC(=O)Nc1ccc2c(c1)OC[C@@H](C)N(C)C[C@H](C)[C@H](OC)CN(C)C2=O	.	-0.2	1	0.4	16	5	1	-9
O=C(C1CCCN(CCCc2ccccc2)C1)N1CCCCCC1 (configuration not stated)	.	1.3	1	-0.1	41	-7	.	.
CN(CC(=O)NNC(=O)CCNS(=O)(=O)c1ccccc1)S(=O)(=O)c1ccc(Cl)cc1	-1.3	-0.4	14	0.1	22	-6	.	-3
O=C1NC[C@H](CCCCN2C[C@H](Cc3ccccc3)N(CCc3ccc(O)cc3)C(=O)C2=O)N(CCc2ccc(O)cc2)C1=O	5.2	0.0	0	-0.2	10	-14	.	-10
CC1(C)C=Cc2c(c3c(c4c(=O)c(-c5ccc(O)cc5)coc24)OC(C)(C)CC3)O1	5.3	.	1	.	-20	16	6	?
C[C@@H]1CN([C@@H](C)CO)S(=O)(=O)c2ccc(C#Cc3cccc(F)c3)cc2O[C@H]1CN(C)C(=O)NC1CCCCC1	7.1	1.0	1	-0.3	-22	2	0	-6
O=C(c1ccccc1)N1C[C@@H]2[C@H](c3ccccc31)[C@H](CO)N2C(=O)c1cccc(F)c1	0.0	0.3	-7	0.0	-2	4	-6	26*

Some of these compounds in order of molecular weight, rising:
canonical_smiles	CFTR F508del cor	E-selectin induc	CASP6 VEID inh	XiGFP reactiv	GSIS activator	RAD52 anneal inh	RAD54 branch	DENV2 CPE rescue
NC(=O)c1ccc(NC(=O)COC(=O)C2CC3C=CC2C3)cc1 (configuration not stated)	0.4	-0.1	1	0.4	21	7	5	?
CCCNC(=O)Nc1ccc2c(c1)OC[C@@H](C)N(C)C[C@H](C)[C@H](OC)CN(C)C2=O	.	-0.2	1	0.4	16	5	1	-9
CN(CC(=O)NNC(=O)CCNS(=O)(=O)c1ccccc1)S(=O)(=O)c1ccc(Cl)cc1	-1.3	-0.4	14	0.1	22	-6	.	-3

Following part:
canonical_smiles	CFTR F508del cor	E-selectin induc	CASP6 VEID inh	XiGFP reactiv	GSIS activator	RAD52 anneal inh	RAD54 branch	DENV2 CPE rescue
O=C(/C=C/c1cccs1)N1CCN(c2ccc(F)cc2)CC1	-3.1	0.2	1	0.0	.	6	.	-2
O=C1CC(/C=C/c2ccccc2)=Nc2ccccc2N1	-1.2	0.2	3	0.6	-3	-41	-9	-2
O=C(COc1ccccc1-c1ccccc1)N/N=C/c1ccncc1	-0.3	0.5	1	0.1	-7	-7	.	-4
Cn1cccc1CNCc1ccc(F)cc1	-0.6	.	-4	0.1	6	-20	-3	5
CCCS(=O)(=O)c1ccc(COC(=O)c2ccc(NC(C)=O)cc2)cc1	-1.4	.	10	0.1	-3	-7	.	1
COc1ccc(C)cc1NC(=O)CCCN1C(=O)NC(C)(C)C1=O	0.5	0.8	3	0.5	14	-16	5	0
CC(=O)N1[C@H](CN(C)C(=O)CN2CCOCC2)[C@@H](c2ccccc2)[C@@H]1CO	0.6	-0.5	0	0.0	0	-22	4	-1
CN(C)C(=O)c1ccc(-c2ccc3c(c2)[C@H]2[C@H](CCN2C(=O)c2ccccn2)[C@H](CO)N3C)cc1	1.5	0.0	.	0.3	-17	.	3	-6
O=C(O)c1nccnc1C(=O)NCc1csc2ccc(Cl)cc12	0.0	.	-3	0.0	9	-10	-9	2
O=C(Cc1ccccc1F)OCN1C(=O)c2ccccc2C1=O	0.8	-0.2	1	0.1	33	1	-4	-17
O=C(COC(=O)/C=C/c1cccc(C(F)(F)F)c1)NCc1ccccc1	.	.	0	0.6	.	-12	.	-6
Cc1ccccc1OCC(=O)OCC(=O)Nc1ncc(Cl)c(C)c1Cl	1.3	4.7	12	0.0	1	-30	-1	-1
N#Cc1cnn(-c2cccc(Cl)c2)c1N	-1.5	.	3	0.0	25	-18	.	8
c1ccc2oc(C3=NNC(=NC4CC4)SC3)cc2c1	0.2	0.3	0	0.2	7	-24	.	-1
Cc1ccc(OCc2cc(C(=O)N3CCCC(O)C3)no2)cn1 (configuration not stated)	1.2	.	-2	0.1	1	-2	1	-6
